Bioassay records (PubChem)
MKP-3 inhibition = inhibition of rat DUSP6 enzyme activity – biochemical, in vitro, primary screen (AID 425); 110,000 compounds, 0.17% hits; recombinant MKP-3 phosphatase activity, fluorescence; higher % means a stronger effect; inhibition, % at 20 µM, or IC50 in µM where a hit was titrated; in the data active = inhibition above about 50%;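 also: plate controls were vehicle for no effect and reference inhibitor for full effect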
Hsp70 inhibitors = Hsp70 inhibitors, probe displacement, primary screen, biochemical, fluorescence polarization (AID 583) | 140,000 compounds, 0.06% hits | Hsp70 fluorescence polarization probe displacement, mP; higher % means a stronger effect | displacement, % at 20 µM, or IC50 in µM where a hit was titrated; in the data active = displacement above about 50%;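 also: plate controls were vehicle for no effect and reference ligand for full effect; a part of the inactive calls stands beside numbers as strong as those of hits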
An asterisk follows results filed as active; nt = no result given; & = joins results of further samples. Only part of the results is shown, so the mix of outcomes need not match the whole.

Below each SMILES: MKP-3 inhibition	Hsp70 inhibitors
CCOC(=O)/C=c1\s/c(=C\c2c(OCC)ccc3ccccc23)c(=O)n1CC(=O)NCC1CCCO1 (centres undefined)
 : nt	-2.4%
Cc1cc(OCCOCCN2CCC(C)CC2)ccc1Cl
 : 4.0%	-0.8%
COc1ccc(Cc2nnc(SCC(=O)Nc3nc(C)cs3)o2)cc1
 : -12.5%	-1.2%
COc1ccc(N2C(=O)C(CC(=O)O)S/C2=C\C(C)=O)cc1 (centres undefined)
 : 5.1%	0.1%
Nc1nonc1C(=O)N/N=C/c1cccc(O)c1
 : -0.2%	-2.8%
O=c1[nH][nH]c2nc(C(F)(F)F)cc(C(F)(F)F)c12
 : 13.1%	1.3%
O=C(Nc1ccccc1-c1nnn(CC(=O)N2CCCc3ccccc32)n1)c1ccc(Cl)cc1
 : nt	3.1%
COc1ccc(S(=O)(=O)Nc2cccnc2)cc1
 : -0.5%	1.3%
COc1ccc(C(=O)N2CCN(C(=O)c3cccc(F)c3)CC2)cc1OC
 : -0.6%	0.3%
CCOc1cc(/C=C2\SC(=S)N(NC(=O)c3ccc([N+](=O)[O-])cc3)C2=O)ccc1O
 : 0.1%	-7.8%
O=C(NCCC1=CCCCC1)N[C@@H](Cc1ccccc1)C(=O)O
 : -5.9%	0.8%
CCc1ccccc1N(CC(=O)Nc1cccc(OC)c1)S(C)(=O)=O
 : 2.5%	-0.7%
COc1cc(NC(=O)c2ccccc2Cl)cc(OC)c1
 : -1.9%	3.8%
CCOC(=O)C1CCCN(C(=O)C(C)Oc2ccc(Cl)cc2Cl)C1 (centres undefined)
 : -8.9%	-6.3%
O=C(CCS(=O)(=O)Cc1ccccc1F)N1CCc2ccccc2C1
 : -3.7%	1.4%
Cc1noc(C)c1C(=O)N1CCc2ccccc2C1
 : -7.4%	1.7%
Cc1cc(-n2c(C)cc(C(=O)CSc3nnnn3-c3ccccc3)c2C)no1
 : -7.3%	1.2%
Cc1cc2nc(-c3cc(NC(=O)/C=C/c4ccccc4)ccc3O)oc2cc1C
 : -3.3%	-10.9%
COc1ccc(N(CC(=O)Nc2cc(C)ccc2C)S(C)(=O)=O)c(OC)c1
 : -0.6%	-3.5%
Nc1ccc(C(=O)O)c(O)c1
 : 7.6%&3.3%	7.6%&4.7%
Cc1nnc(C)n1/N=C/c1ccccc1O
 : 0.7%	3.9%
O=C(O)c1ccc(-c2ccco2)n1Cc1ccccc1
 : 6.9%	-1.1%
COc1ccc(C(CNC(=O)COc2ccccc2OC)N(C)C)cc1OC (centres undefined)
 : -11.3%	0.8%
O=C(CC(c1ccccc1)c1ccccc1)N1CCN(c2ccccc2)CC1
 : 5.9%	-6.9%
O=C1Nc2cc(Cl)c(Cl)cc2N(O)N1c1ccc(Cl)cc1
 : nt	-0.5%
CCC1CCCCN1C(=O)CSc1nc(N)c(NC(=O)c2ccc(OC)c(OC)c2)c(=O)[nH]1 (centres undefined)
 : -10.3%	0.4%
CCOc1cc(C(=O)N2CCc3cc(OC)c(OC)cc3C2)ccc1OC(F)F
 : -8.1%	3.5%
C(#CCN1CCOCC1)COCCOC(c1ccccc1)c1ccccc1
 : nt	4.4%
CCOC(=O)c1cnn(Cc2cccc(Cl)c2)c1C
 : 3.8%	-1.0%
O=C(c1ccccc1)c1ccc(OCC(O)CN2CCOCC2)cc1 (centres undefined)
 : -10.9%	3.4%

Of the compounds above, these contain a COOH group:
Below each SMILES: MKP-3 inhibition	Hsp70 inhibitors
COc1ccc(N2C(=O)C(CC(=O)O)S/C2=C\C(C)=O)cc1 (centres undefined)
 : 5.1%	0.1%
O=C(NCCC1=CCCCC1)N[C@@H](Cc1ccccc1)C(=O)O
 : -5.9%	0.8%
Nc1ccc(C(=O)O)c(O)c1
 : 7.6%&3.3%	7.6%&4.7%
O=C(O)c1ccc(-c2ccco2)n1Cc1ccccc1
 : 6.9%	-1.1%

More compounds
Below each SMILES: MKP-3 inhibition	Hsp70 inhibitors
COc1ccc(OC)c2[nH]c(=O)c(CCNS(=O)(=O)c3ccc(C)cc3)cc12
 : -0.7%	-7.0%
CCC1(c2ccc(F)cc2)NC(=O)N(CC(=O)c2ccc[nH]2)C1=O (centres undefined)
 : -4.4%	4.9%
CC1CCCC(C)N1C(=O)c1nn2c(c1Cl)NC(c1cccs1)CC2C(F)(F)F (centres undefined)
 : 0.7%	2.0%
COc1ccc(CCNC(=O)CSc2nc(-c3ccco3)cc(C(F)(F)F)n2)cc1OC
 : -6.9%	-0.9%
COc1ccc(-n2nnnc2C(=Cc2ccc(N(C)C)cc2)c2nnnn2-c2ccc(OC)cc2)cc1
 : 5.1%	nt
O=C1N(Nc2ccccc2)C(c2ccc(Br)cc2)C12CCCCC2 (centres undefined)
 : nt	-3.0%
O=C(C(c1ccccc1)c1ccccc1)N1CCN(Cc2ccc(Br)cc2)CC1
 : nt	-1.0%
CCN(CC)c1ncn(Cc2c(Cl)cccc2Cl)c2ncnc1-2
 : nt	-2.1%
c1ccc(N2CCN(c3ccccc3)C2c2cccs2)cc1
 : -7.8%	-2.1%
COCCNC(=O)C(=O)Nc1cc(Cl)ccc1C
 : 3.8%	1.5%
O=C(N=Nc1c(O)[nH]c2ccc(Br)cc12)c1ccc([N+](=O)[O-])cc1
 : 2.6%	2.0%
COc1ccc(S(=O)(=O)N2CCN(C(=O)COc3ccc(Cl)cc3)CC2)cc1
 : 3.0%	0.8%
COc1ccc(CCNC(=S)NC(=O)c2ccccc2)cc1OC
 : 0.7%	-1.3%
Cc1ccc(-c2nc3ccccc3o2)cc1NC(=O)C(Cl)(Cl)Cl
 : 6.6%	0.1%
O=C(/C=C/c1ccco1)Nc1ccc(-c2nc3ccccc3s2)c(O)c1
 : 21.2%	2.2%
Cc1ccc(Cl)cc1N1CCN(C(=O)C2CCN(S(=O)(=O)c3cnc[nH]3)CC2)CC1
 : -3.6%	3.5%
Nc1nonc1-c1nc2ccccc2n1Cc1ccccc1
 : -11.2%	-1.9%
NC12CCc3c(no[n+]3[O-])C1(O)CC(c1ccccc1)=[N+]2[O-] (centres undefined)
 : nt	9.0%
CC(C)(C)NC(=O)C(c1ccco1)N(C(=O)Cn1nnc(-c2ccc(F)cc2)n1)c1ccccc1 (centres undefined)
 : 3.5%	4.7%
Cc1ccc(Cn2nnc3c(=O)[nH]c(C4CCN(S(=O)(=O)c5cc(C)ccc5C)CC4)nc32)cc1
 : -3.5%	-0.6%
C=CCc1ccc(OCC(O)CN2CCC(Cc3ccccc3)CC2)c(OC)c1 (centres undefined)
 : nt	2.3%
O=C(Nc1ccon1)c1ccccc1Cl
 : 4.6%	-4.6%
COc1ccc(NC(=O)c2cccc(Cn3cc(Br)cn3)c2)cn1
 : 5.4%	10.1%
CCN(CC)c1ncnc2sc(C(=O)N3CCN(c4ccccc4)CC3)c(C)c12
 : nt	-0.4%
O=C1NC(=Nc2ccc(F)cc2)SC1Cc1cccc(Cl)c1 (centres undefined)
 : 2.9%	-2.6%
COc1ccc(S(=O)(=O)N2CCN(C3CCCCCC3)CC2)cc1
 : 3.5%	-2.9%
CCOC(=O)c1c(NC(=O)CSc2nnnn2C)sc(CC)c1C
 : 6.7%	2.0%
Cc1noc(C)c1CSc1nnc(-c2ccccc2F)n1CCc1ccccc1
 : -16.6%	-0.2%
Cc1ccc(C)c(N(C)C(=O)c2coc(=O)c3ccccc23)c1
 : nt	-3.5%
CCCOc1ccc(C2/C(=C(\O)c3c(C)[nH]c(C(=O)OC)c3C)C(=O)C(=O)N2CCN(C)C)cc1 (centres undefined)
 : 4.3%	-1.5%
CN1CCN(C(=O)c2ccc3c(c2)NC(=O)C(N2CCOCC2)S3)CC1 (centres undefined)
 : 1.7%	-2.2%
CCN1C(=O)/C(=C\c2ccc(C)cc2)C(C(=O)OC)=C1C
 : 3.7%	12.3%
COc1ccc(NC(=O)c2ccccc2F)cc1OC
 : 0.6%	2.4%
c1ccc(Cn2nnnc2-c2ccco2)cc1
 : 0.0%	6.3%
Cc1cccc(-c2noc(-c3ccc(F)cc3)n2)c1
 : -1.8%	4.2%
CC(=O)N/N=C/c1cc(C)n(-c2ccc(Cl)c(Cl)c2)c1C
 : 2.0%	-3.3%
CCC(C)NC(=O)CNC(=O)Cn1c(C)cc2ccccc2c1=O (centres undefined)
 : -2.3%	1.2%
Cc1ccc(-n2nc(C(=O)NCc3ccc(C)o3)c3c4ccccc4n(C)c3c2=O)cc1
 : nt	-4.9%
COC(=O)C1=C(C)NC2=C(C(=O)CCC2)C1c1cc2c(cc1Br)OCO2 (centres undefined)
 : 2.0%	-5.8%
c1ccc2c(c1)nc(NC1CCCCC1)c1nncn12
 : -9.9%	2.3%
COCC(COCCCNC(=O)Nc1ccc(Br)cc1)OC (centres undefined)
 : -3.3%&1.6%	-0.8%&-1.3%
CN(C)S(=O)(=O)N(CC(=O)NCc1ccccc1)c1ccccc1
 : -20.2%	1.2%
CCOC(=O)c1ccc(COc2nc3ccccc3nc2-c2ccccc2NC(C)=O)o1
 : -17.6%	0.4%
COCCNC(=O)C(c1ccccc1C)N(CCOC)C(=O)Cn1nnc2ccccc21 (centres undefined)
 : -7.8%	2.2%
Cc1occc1-c1nnc(SCC(=O)Nc2nc(-c3ccccc3)cs2)o1
 : nt	-4.4%

Filtered by structure, the entries above containing two or more sulfur atoms (4)
Below each SMILES: MKP-3 inhibition	Hsp70 inhibitors
COc1ccc(Cc2nnc(SCC(=O)Nc3nc(C)cs3)o2)cc1
 : -12.5%	-1.2%
CCOc1cc(/C=C2\SC(=S)N(NC(=O)c3ccc([N+](=O)[O-])cc3)C2=O)ccc1O
 : 0.1%	-7.8%
CCOC(=O)c1c(NC(=O)CSc2nnnn2C)sc(CC)c1C
 : 6.7%	2.0%
Cc1occc1-c1nnc(SCC(=O)Nc2nc(-c3ccccc3)cs2)o1
 : nt	-4.4%

(more compounds)
Below each SMILES: MKP-3 inhibition	Hsp70 inhibitors
N/C(=N\OC(=O)c1ccc(I)cc1)c1ccccc1
 : -1.3%	-4.6%
COc1ccc(NC(=O)CN2C(=O)C(C)Oc3ccccc32)c(OC)c1 (centres undefined)
 : -5.9%	3.8%
CCOC(=O)N1CCN(CCC(=O)Nc2ccc(C)c(Br)c2)CC1
 : -0.8%	5.2%
COc1ccc(N(CC(=O)NCCc2ccccc2)S(C)(=O)=O)cc1Cl
 : -1.6%	0.9%
O=C(Nc1ccc(Cl)cc1)C1CCCN(S(=O)(=O)c2cnc[nH]2)C1 (centres undefined)
 : 7.2%	-3.6%
CCOc1cccc(N2C(=O)CC(S/C(N)=N/N=C(\C)c3ccc(Cl)s3)C2=O)c1 (centres undefined)
 : 3.3%	-5.5%
O=C(Oc1ccccc1)c1cc2ccccc2o1
 : -9.4%	2.3%
COC(=O)C1CCN(C(=O)Cc2ccc(Br)cc2)CC1
 : -20.9%	3.1%
CCn1c(CSc2ncccn2)nnc1SCC(=O)N1c2ccccc2CC1C (centres undefined)
 : -3.4%	2.6%
COc1ccc(Cl)cc1NC(=O)Cn1nc([N+](=O)[O-])cc1C
 : 4.3%	3.7%
Cc1ccc(C23CC4CC(CC(C(=O)NC(C)C(=O)NC(C)(C)C)(C4)C2)C3)cc1 (centres undefined)
 : 2.7%	-2.7%
CC(C)C(C(=O)O)N1C(=O)/C(=C/c2ccccc2C(=O)O)SC1=S (centres undefined)
 : 4.8%	4.8%
CCn1c(C(=O)N2CCCC(C(=O)O)C2)cc2sccc21 (centres undefined)
 : 0.3%	2.1%
O=C(Nc1ccc(Sc2ccc(Br)cc2)cc1)c1ccco1
 : nt	5.4%
COc1cccc(N2C(=O)C3C4C=CC(C4)C3C2=O)c1 (centres undefined)
 : 3.3%	1.9%
Clc1ccc(-c2nnc(-c3ccco3)o2)cc1
 : -6.4%	2.7%
Cc1cccc(NC(=O)CS(=O)(=O)c2c[nH]c3ccccc23)c1C
 : -1.8%	2.3%
COc1ccc(OC)c(-n2c(-c3ccc(S(C)(=O)=O)cc3)cc(C=O)c2C)c1
 : nt	-1.0%
COc1ccc(OCCCC(=O)NCC(C)C)cc1
 : nt	14.3%
Cc1cc(=O)oc2cc(OCc3ccc(Cl)cc3Cl)ccc12
 : 2.2%	-0.7%
COc1ccc(CCNC(=O)C2CCCN(S(=O)(=O)c3cnc[nH]3)C2)cc1OC (centres undefined)
 : -13.8%	-2.8%
COc1cc(/C=c2\sc3n(c2=O)C(c2ccccc2)C(c2ccccc2)=NN=3)ccc1O (centres undefined)
 : nt	-22.0%
CCN(CC)CCn1c2ccccc2n2cc(-c3ccc(OC)cc3)nc12
 : 5.2%	-4.5%
O=C(CCn1c(=O)[nH]c2ccccc2c1=O)N1CCN(c2ccc(Cl)cc2)CC1
 : -7.5%	1.7%
COC(=O)NCc1ccc(CNC(=O)OC)cc1
 : -5.0%	4.0%
O=C(NCc1ccccc1)C(=O)Nc1cccc(Cl)c1
 : 0.2%	-5.6%
CCN=C1SC(CC(=O)Nc2ccc(C(F)(F)F)cc2)C(=O)N1CC (centres undefined)
 : -10.9%	-2.2%
O=C(O)CCC(=O)N1N=C(c2ccc(Br)cc2)CC1c1cccs1 (centres undefined)
 : 3.5%	-0.4%
N#Cc1c(NC(=O)CO/N=C/c2ccccc2)sc2c1CCCC2
 : 2.1%	4.3%
CC(=O)c1ccc(NC(=O)c2cc(=O)[nH]c3ccccc23)cc1
 : 2.7%	-10.6%
CCSc1nc(O)cc(=O)n1-c1ccc(OC)cc1
 : 5.7%	-3.4%
COc1ccc(C2C(C(=O)Nc3cccnc3)=C(C)Nc3nc(-c4ccco4)nn32)cc1 (centres undefined)
 : -2.8%	3.4%
COC(=O)c1cc2sccc2n1CC(=O)Nc1ccc(OC)c(OC)c1OC
 : -6.6%	-1.1%
CC(=O)Oc1cccc(N2C(=O)C3CC=C(Cl)CC3C2=O)c1 (centres undefined)
 : -13.0%	8.9%
CC(=O)c1cccc(NC(=O)c2c(Cl)cccc2Cl)c1
 : 5.7%	-6.3%
CCN(CC)CCOc1ccc(Br)cc1
 : -11.5%	nt
